Bioassay records from PubChem.
NPY1 pot ag = human NPY-Y1 potentiation or agonism, primary screen | activation, % at 3.6 µM | NPY-Y1 expressing cells, potentiator/agonist activation | AID 1304 | hit rate 0.37% among 220,000; in the data active = activation above about 33%, passing the limit was not always enough;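 note: cells stimulated with NPY at EC10 then isoproterenol at EC100; 0% = low agonist plus stimulus and 100% = saturating agonist plus stimulus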
Target sequence (P25929 whole entry, looked up): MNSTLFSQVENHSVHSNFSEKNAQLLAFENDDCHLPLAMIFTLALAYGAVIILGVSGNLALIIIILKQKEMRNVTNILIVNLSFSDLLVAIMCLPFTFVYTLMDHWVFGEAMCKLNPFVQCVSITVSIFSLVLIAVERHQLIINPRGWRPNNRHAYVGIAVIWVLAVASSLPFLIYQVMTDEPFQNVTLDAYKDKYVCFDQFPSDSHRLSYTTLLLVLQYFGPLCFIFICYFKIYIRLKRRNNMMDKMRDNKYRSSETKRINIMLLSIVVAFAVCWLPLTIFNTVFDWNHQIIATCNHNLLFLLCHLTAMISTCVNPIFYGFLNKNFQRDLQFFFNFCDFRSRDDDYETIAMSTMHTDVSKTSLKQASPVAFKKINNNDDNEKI
NPY-Y2 PAM-ag = potentiates or activates human NPY-Y2 receptor | cells expressing NPY-Y2, potentiator/agonist read-out | activation, % at 3.6 µM | hit rate 0.45% among 220,000 | AID 1359; in the data active = activation above about 27%;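 note: cells stimulated with NPY near EC25 plus isoproterenol at EC100; 0% = vehicle plus submaximal agonist and 100% = vehicle plus saturating agonist; some results beyond the cut were filed as inactive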
S1P4 antag = antagonists of human S1P4 receptor. O95977. S1P4-expressing cells, antagonist mode, reporter read-out. inhibition, % at 4.98 µM. hit rate 0.26% among 220,000. AID 1510; in the data active = inhibition above about 29%;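 note: 0% = wells stimulated with agonist and 100% = vehicle wells without agonist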
Target sequence (O95977 whole entry, looked up): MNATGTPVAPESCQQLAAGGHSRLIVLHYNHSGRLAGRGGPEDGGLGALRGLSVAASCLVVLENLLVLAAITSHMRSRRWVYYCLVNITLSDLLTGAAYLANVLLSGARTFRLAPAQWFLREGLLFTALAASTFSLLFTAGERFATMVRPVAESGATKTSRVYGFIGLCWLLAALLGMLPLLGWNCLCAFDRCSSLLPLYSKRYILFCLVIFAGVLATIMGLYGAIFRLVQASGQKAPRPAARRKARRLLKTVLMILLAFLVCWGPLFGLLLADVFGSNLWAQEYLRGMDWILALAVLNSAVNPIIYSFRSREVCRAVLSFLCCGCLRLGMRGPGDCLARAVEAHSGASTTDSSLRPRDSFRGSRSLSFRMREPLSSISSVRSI
Ba/F3 V617F tox = loss of viability in JAK2V617F-driven Ba/F3 cells | Ba/F3 EpoR-JAK2V617F viability, ATP luminescence | hit rate 1.1% among 220,000 | inhibition, % at 5.6 µM;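 active = inhibition above the campaign mean plus 3 SD over all tested compounds, cut at about 24% in these data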;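 note: cytokine-independent growth of Ba/F3 cells driven by EpoR plus mutant JAK2; 0% = DMSO-treated cells and 100% = JAK inhibitor I control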
Runt-CBFb FRET = Runt domain-CBFb interaction inhibition | Cerulean-Runt/Venus-CBFb FRET ratio 530/480, 1 h | inhibition, % at 20 µM | hit rate 0.46% among 220,000;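 active = inhibition over about 50% at 20 µM in the single-dose screen, limit read from the data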;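 note: 0% = DMSO wells and 100% = excess unlabeled CBFb competitor control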
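Assay system: Cerulean-tagged RUNX1 Runt domain (FRET donor) fusion protein / Amount: 100 nM each of Venus-CBFb and Cerulean-Runt domain / Medium: Tris buffer pH 7.5 with salts and BSA / Also added: Venus-CBFb 100 nM / Schedule: 1 h complex formation plus 1 h compound treatment, room temperature / Signal: FRET fluorescence / Read-out: loss of energy transfer signal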
S1P4 agonist = human S1P4 receptor agonism. AID 1509. hit rate 0.35% among 220,000. S1P4-expressing cell line, agonist reporter assay. activation, % at 4.98 µM; in the data active = activation above about 11%;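 note: 0% = DMSO vehicle and 100% = reference agonist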
RBBP9 inhibitor = blocks human serine hydrolase RBBP9; O75884; recombinant RBBP9, FP-Rh probe fluorescence polarization; inhibition, % at 7.94 µM; hit rate 0.2% among 220,000; AID 1515;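 active = inhibition above the campaign mean of all tested compounds plus 3 SD, cut at about 14% in these data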;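 note: plate controls were DMSO wells with RBBP9 for no effect and wells lacking RBBP9 protein for full effect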
Target sequence (O75884 whole entry, looked up): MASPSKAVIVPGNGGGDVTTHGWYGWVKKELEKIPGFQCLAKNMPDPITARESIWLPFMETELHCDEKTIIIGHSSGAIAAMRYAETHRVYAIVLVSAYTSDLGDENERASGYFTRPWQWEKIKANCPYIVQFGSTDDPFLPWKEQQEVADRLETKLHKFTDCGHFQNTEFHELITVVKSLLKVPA
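Test system – recombinant human RBBP9 · Input – RBBP9 2.5 µM in dispensing solution, pre-mixing · Medium – Tris buffer pH 8.0, NaCl, Pluronic · Schedule – preincubation 30 min plus labeling 45 min at 25 °C · Measured by – fluorescence polarization · Measure – % inhibition · Controls – DMSO and no-protein wells · Replicates – one well per compound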
BaF3 parental = reduces parental Ba/F3 cell viability, JAK2V617F counter-screen; CellTiter-Glo ATP luminescence; hit rate 1.1% among 220,000; inhibition, % at 5.6 µM;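 active = inhibition above a per-campaign cutoff, the mean inhibition of all tested compounds plus 3 SD, cut at about 27% in these data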;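 note: 0% = DMSO wells and 100% = JAK Inhibitor I control wells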
NPY Y1 blocker = antagonists of human neuropeptide Y receptor Y1. P25929. HEK293-CNG Y1 cells, membrane potential fluorescence; NPY at EC95, then isoproterenol. inhibition, % at 3.6 µM. hit rate 1% among 200,000. AID 1040;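 active = inhibition above the campaign mean inhibition of all tested compounds plus 3 SD, cut at about 20% in these data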;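 note: 0% = DMSO wells given NPY plus isoproterenol and 100% = isoproterenol alone without NPY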
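Material: Y1- and CNG-channel-expressing HEK293 cells / Probe or stimulus: NPY 25 nM then isoproterenol 1 µM plus Ro 20-1724 25 µM / Doses: 3.6 µM single dose, DMSO 0.4% / Schedule: compound incubation 1 h at room temperature, readout 45 min post-stimulation / Signal: membrane potential fluorescence / Benchmarks: isoproterenol-only wells as full block versus NPY-plus-isoproterenol wells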
Starred values were filed as active, the others as inactive; . = no result given.

SMILES | NPY1 pot ag | NPY-Y2 PAM-ag | S1P4 antag | Ba/F3 V617F tox | Runt-CBFb FRET | S1P4 agonist | RBBP9 inhibitor | BaF3 parental | NPY Y1 blocker
CC(=O)N1CC[n+]2c(-c3ccc(Cl)cc3Cl)csc21 | 5 | 3 | -14 | -1 | 32 | 3.8 | -8 | 0 | -2
CCCc1cc(=O)[nH]c(SCc2cc(Cl)ccc2OC(F)F)n1 | -7 | -21 | -4 | 2 | -5 | -0.6 | -8 | 9 | 12
COc1ccc(-c2nc(N)sc2C2(O)C(=O)Nc3c(Br)cc(F)cc32)cc1OC (centres undefined) | 7 | 5 | 7 | -4 | 0 | 0.4 | -7 | 0 | 1
CCOC(=O)NNC(=O)c1ccc(Cl)cc1 | -26 | -4 | -16 | 2 | 0 | -0.8 | -3 | 3 | 4
O=C1/C(=C\c2cccs2)N=C(c2cccs2)N1Nc1ccccc1 | -3 | 5 | 11 | -2 | -8 | 1.7 | -14 | 2 | 8
O=C(NCc1ccco1)C(c1ccccc1F)N(CC1CCCO1)C(=O)Cn1nnc2ccccc21 (centres undefined) | -6 | 4 | 10 | 6 | 0 | 0.4 | -6 | 7 | -2
CCCn1nnnc1SCC(=O)Nc1sc(C)c(C)c1C#N | -8 | -10 | -11 | 2 | 0 | 0.1 | 1 | 2 | .
O=C(Cn1nnc(-c2ccccc2)n1)NNC(=O)c1ccccc1 | -21 | -14 | -16 | 1 | 1 | 0.7 | -7 | 9 | 7
COC(=O)c1ccccc1NC(=O)C(C)Oc1ccccc1 (centres undefined) | -12 | -17 | -21 | -4 | -3 | -1.3 | -4 | 1 | 4
Cc1nnc(C)c2c(C)n(-c3ccc(Br)cc3)c(C)c12 | -3 | 14 | -8 | 0 | 0 | 1.2 | -12 | 8 | 3
CCOC(=O)N1CCC(N2C(=O)c3ccccc3C2Nc2cc(C(=O)OC)cc(C(=O)OC)c2)CC1 (centres undefined) | -18 | -14 | 9 | 4 | -7 | -4.0 | -10 | 8 | 10
COC(=O)c1c(N)sc(Cc2ccccc2)c1C | 2 | 7 | 7 | 0 | 1 | 1.7 | -5 | 3 | 4
c1ccc(-c2csc3ncnc(NCCN4CCOCC4)c23)cc1 | 1 | 1 | -3 | 7 | 3 | 0.4 | -10 | 14 | -5
CCN(CC)S(=O)(=O)c1ccc(Oc2ccccc2)c(N)c1 | -3 | 5 | -5 | 3 | -2 | 0.6 | 4 | 8 | 1
Cc1nc2scc(-c3cccs3)c2c(=O)[nH]1 | 9 | 1 | -20 | -3 | 11 | 0.3 | 0 | 1 | 3
CCn1c(COc2cccc3cccnc23)nnc1SCC(=O)OC | 18 | -10 | -6 | 2 | -1 | 2.1 | -4 | 6 | 1
Cc1cccc(N2CCN(C(=O)c3ccc(Cl)c(S(=O)(=O)NCc4ccco4)c3)CC2)c1C | -10 | -1 | -18 | 7 | -2 | -1.6 | -1 | 11 | -4
O=C(NNC(=S)Nc1ccc(Cl)cc1Cl)c1ccc(N2CCOCC2)c([N+](=O)[O-])c1 | -53 | -21 | -4 | 0 | 4 | 0.0 | -2 | 4 | 11
Cn1c(C(=O)OCC(=O)NCc2ccco2)cc2sccc21 | 10 | 4 | 4 | 0 | 0 | 1.2 | 0 | 2 | 1
CCCc1ccc(C(=O)NNC(=O)c2ccc(Cl)cc2)cc1 | -1 | -9 | 8 | 6 | 0 | 1.1 | -11 | 12 | 0
Cc1cccc(C(=O)NC(=O)Nc2c(C)cc(C)nc2C)c1 | -17 | -10 | -16 | 4 | -2 | 0.3 | -1 | 5 | -6
CC(C)Cn1c(N)c(C(=O)CSc2ncnc3sc4c(c23)CCCC4)c(=O)n(C)c1=O | 3 | -2 | -14 | -3 | -2 | 0.6 | -6 | 3 | 3
Cc1cnc(NC(=O)c2cc3c(s2)CCCC3)s1 | 13 | 6 | -16 | -1 | 3 | 1.7 | -6 | 2 | 2
CCn1c(SCC(N)=O)nc2sc3c(c2c1=O)CCCC3 | -13 | 8 | 15 | -4 | 0 | -0.6 | -8 | 2 | 15
c1ccc2nc(-c3ccncc3)ccc2c1 | -7 | -15 | -15 | 1 | 0 | -0.9 | -1 | 6 | 9
O=C(O)c1cc(-c2cccc([N+](=O)[O-])c2)nc2ccccc12 | 11 | -8 | -9 | -1 | 1 | 1.7 | -8 | 1 | .
S=c1[nH]nc(-c2ccccc2)o1 | -12 | -19 | -7 | -2 | 4 | 1.8 | -9 | 2 | 4
Cc1ccccc1Cn1c2ccccc2c2cnn(CC(=O)NCc3ccco3)c(=O)c21 | 5 | -6 | -11 | -4 | -4 | 1.7 | -4 | 1 | .
COc1ccc(N2C(=O)CCC2=O)cc1 | -9 | -3 | -15 | 4 | 1 | 1.3 | -12 | 5 | -1
COc1ccc(OC)c(NC(=S)NN2CCN(C)CC2)c1 | -3 | -13 | -13 | -3 | 0 | -0.1 | -2 | 1 | 3
Cc1ccc(S(=O)(=O)N2CCC(C(=O)NNC(=O)c3ccncc3)CC2)cc1 | -13 | 0 | -1 | 0 | 2 | 0.3 | -5 | 0 | 2
O=C(CSc1n[nH]c(-c2ccco2)n1)Nc1sc2c(c1C(=O)Nc1ccccc1)CCCC2 | -29 | -3 | -21 | -5 | 1 | -0.3 | -5 | -2 | 0
O=C(O)c1cc(/C=N\O)ccc1OCc1ccccc1 | 1 | 8 | -23 | -2 | 0 | -0.1 | -11 | 1 | -2
O=S(=O)(c1ccc(NC(=S)N/N=C/c2ccc(O)c(O)c2)cc1)N1CCOCC1 | 15 | 10 | -9 | -1 | 10 | -0.5 | -12 | 3 | .
N/C(=N\OCC(=O)Nc1ccccc1)c1nonc1N | 7 | -10 | 1 | -7 | 1 | 0.1 | -2 | -1 | -2
O=C(CSc1nnc(-c2ccccn2)n1Cc1ccccc1)NC1CCCC1 | 1 | 16 | -5 | -3 | 0 | -1.8 | 1 | -3 | 1
O=C1/C(=C/c2cccnc2)Oc2cc(OS(=O)(=O)c3ccc(F)cc3)ccc21 | -5 | 1 | 1 | -5 | -16 | -3.2 | -11 | 0 | 3
Cc1nc(NC(=O)CSc2nnc(-c3ccccc3)c(-c3ccccc3)n2)c(Cl)cc1Cl | -2 | -8 | -7 | 4 | 1 | -0.3 | -8 | 9 | -2
Cc1ccc(NC(=O)COC(=O)/C=C/c2ccco2)cc1S(=O)(=O)N(C)C | -20 | -4 | 3 | 4 | 15 | -3.0 | -4 | 10 | 8
CC(C)C[C@H](N)c1cn([C@@H](Cc2cc3ccccc3[nH]2)C(=O)N2CCNCC2)nn1 | 4 | -5 | 6 | -4 | -1 | 0.6 | -3 | -1 | 0
O=C(c1cc(C(=O)N2CCOCC2)c2nc3ccccc3n2c1)c1cc(Cl)cc(Cl)c1O | 24 | -7 | -42 | 4 | -1 | -1.3 | -4 | -3 | .
Cn1c(=O)n(C)c2cc([N+](=O)[O-])c(N3CCN(S(=O)(=O)c4ccc(C(C)(C)C)cc4)CC3)cc21 | -8 | 6 | -13 | -3 | -4 | 0.5 | -5 | 3 | 1
CCCCSc1nc(O)cc(=O)n1CC | -7 | -5 | -4 | 0 | -2 | -0.3 | -3 | 0 | 7
CCCCOP(=O)(OCCCC)C(O)c1ccc(N(C)C)cc1 (centres undefined) | 26 | 8 | -11 | -4 | 3 | 2.6 | -1 | -1 | .
C#CCSc1nnc(CSc2nc3ccccc3s2)n1-c1ccccc1 | 2 | 8 | 4 | -2 | 0 | 0.5 | -9 | 8 | 12
CN(c1ccccc1)S(=O)(=O)c1cccc(NC(=O)COC(=O)C2CCCCC2)c1 | 9 | 7 | 0 | -1 | 0 | 1.0 | -10 | -1 | .
COc1ccccc1/C=C/C1(C(=O)NC2CCCC2)CC(=O)N1c1ccc(F)cc1 (centres undefined) | -4 | -8 | -16 | 4 | -4 | 1.9 | -14 | 0 | -2
NC(=O)c1cc2ccccc2oc1=NCc1ccccc1 | -32 | -8 | 2 | -2 | -3 | -1.0 | -6 | 2 | 7
C=CCn1c(SCCC#N)nnc1-c1ccncc1 | -3 | 4 | -8 | 0 | 1 | 0.5 | -8 | 7 | -1
Cc1ccc(C(=O)/C=C/c2ccc(Br)cc2)o1 | 15 | -10 | 12 | -2 | 0 | -1.6 | -8 | 5 | 7
Brc1ccc(-c2ccc(/C=N/Nc3nncc(-c4ccccc4)n3)o2)cc1 | -11 | -1 | -2 | -2 | 3 | -1.8 | -8 | 3 | 5
COc1ccc(C2=NN(C(N)=S)C(c3ccco3)C2)cc1 (centres undefined) | 4 | -10 | 2 | 2 | 16 | 1.6 | -3 | 10 | 2
Cn1nc(C(=O)NC2CCCCCC2)ccc1=O | 12 | -5 | -3 | -2 | 0 | -2.2 | 0 | 5 | 7
Cn1c(SCc2ccccc2F)nnc1-c1ccccn1 | 0 | -3 | -12 | -1 | 1 | -0.1 | -2 | 13 | -4
NC(N)=N/N=C/c1ccc(OCc2ccccc2)cc1 | -23 | -6 | -18 | 3 | -2 | 0.8 | 9 | 6 | 12
CC(=O)/C(=N/Nc1ccccc1)Sc1nnc(C(O)c2ccccc2)n1-c1ccccc1 (centres undefined) | 6 | 9 | -10 | -3 | 0 | 2.3 | -3 | -1 | -1
CCOC(=O)/C(C#N)=C/c1ccc(OCC(=O)Nc2ccc(OC)cc2)c(OC)c1 | -5 | 4 | -4 | -2 | 0 | -0.8 | -3 | 5 | 1
Cc1cc(NC(=O)CN2C(=O)NC3(CCCCC3C)C2=O)no1 (centres undefined) | 2 | 6 | 5 | 1 | -1 | -0.6 | -14 | 4 | 10
COC(=O)c1nc2nc(C)cc(=O)n2[nH]1 | -17 | -9 | -8 | 6 | -1 | 2.6 | -7 | 7 | -1
CC(NS(=O)(=O)c1ccc(Br)cc1)C(=O)NCc1ccc2c(c1)OCO2 (centres undefined) | 1 | -3 | -10 | 1 | -1 | -0.1 | 2 | 3 | 8
Cc1ccccc1C(=O)O/N=C(\N)c1ccncc1 | -11 | -7 | -17 | -1 | -2 | -1.1 | -8 | 2 | 2

Full records as entered above. Values in the order: NPY1 pot ag | NPY-Y2 PAM-ag | S1P4 antag | Ba/F3 V617F tox | Runt-CBFb FRET | S1P4 agonist | RBBP9 inhibitor | BaF3 parental | NPY Y1 blocker
Cc1ccc(NC(=O)COC(=O)/C=C/c2ccco2)cc1S(=O)(=O)N(C)C reads -20 | -4 | 3 | 4 | 15 | -3.0 | -4 | 10 | 8
Cc1nc2scc(-c3cccs3)c2c(=O)[nH]1 reads 9 | 1 | -20 | -3 | 11 | 0.3 | 0 | 1 | 3
COc1ccc(N2C(=O)CCC2=O)cc1 reads -9 | -3 | -15 | 4 | 1 | 1.3 | -12 | 5 | -1
